Source: PubChem BioAssay
SSB-PriA inh = inhibitors of Klebsiella pneumoniae PriA binding to SSB C-terminal tail, primary screen, biochemical, AlphaScreen; AlphaScreen SSBct-PriA binding, biotinylated peptide; PriA–SSB C-terminal tail interaction (Klebsiella pneumoniae); inhibition, % at 33 µM; 0.6% of 430,000 active; in the data active = inhibition mostly above about 37%, no sharp cut-off; inactive = mostly below about 20%;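 note: plate controls were negative control peptide for no effect and reference peptide for full effect; strong numbers were not always called active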
Starred values were filed as active, the others as inactive; & = joins results of further samples.

SMILES | SSB-PriA inh
Clc1ccc(COCC2CCN(Cc3ccccn3)CC2)cc1 | -1
O=C(CCCSc1ccc(NC(=O)c2ccco2)nn1)NCc1ccccn1 | -15&-1
COc1ccccc1CNC(=O)CC1CCCCN1S(=O)(=O)c1ccc(F)cc1 (stereo not drawn) | 18
O=C(Nc1nc(-c2ccccn2)cs1)C1CC1c1ccccc1C(F)(F)F (stereo not drawn) | 14
COc1ccc(NS(=O)(=O)c2cccc(C(=O)NN=Cc3ccc4c(c3)OCCO4)c2)cc1 | -8
COCCn1c(=NC(=O)c2ccc([N+](=O)[O-])cc2)sc2cc(NC(C)=O)ccc21 | -11
Nc1c(C(=O)N2CCCC2)sc(=S)n1Cc1ccccc1 | 20
COC(=O)C=c1sc2n(c1=O)CCN=2 | 2
COc1cccc(CCNC(=O)CC2CCCCN2S(=O)(=O)c2ccccc2)c1 (stereo not drawn) | 19
Cc1cc(N)nc(Nc2ccc(F)c(Cl)c2)n1 | -9
CC(C)CN1C(=O)C(C)(C)COc2cc(NC(=O)c3ccc4c(c3)OCO4)ccc21 | 19
O=C(Cc1ccccc1Br)N1CCN(Cc2nncn2-c2ccccc2)CC1 | -4
O=C(CSc1ccc2ccccc2n1)Nc1ccc2c(c1)OCCO2 | -7&1
COCCCn1c(O)c(C=Nc2ccc(O)cc2)c(C)c(C#N)c1=O | -21
Cc1csc(C(=O)NCc2cc(C3CC3)n(C)n2)c1 | -7
O=C(O)c1ccc2c(c1)NC(=O)C(CSCc1ccccc1Cl)N2 (stereo not drawn) | -28
CCn1nccc1C(=O)Nc1nc(-c2cccc3ccccc23)cs1 | 6
N#Cc1cccnc1OC1CCN(C(=O)NCc2cccs2)CC1 | -6
COc1ccc(-c2cc(CC(=O)Nc3nccs3)no2)cc1OC | -2
CC(C)C(=O)N1CCc2ccc(NS(=O)(=O)c3cccc(Cl)c3)cc2C1 | 2
O=C(NCC1CCN(C(=O)Nc2ccc(F)cc2)CC1)C(=O)Nc1cccc(C(F)(F)F)c1 | -2
COc1ccc(S(=O)(=O)Cc2nc(-c3ccccc3Cl)no2)cc1 | 2
O=C1/C(=C/c2cccnc2)SC(=S)N1c1ccccc1F | -13
CC1CCC2(CC1)SCC(=O)N2c1ccc(Br)cc1 (stereo not drawn) | -16
Cc1cc(OC2CCN(C(=O)Cn3cnc4ccccc43)CC2)cc(=O)o1 | -8

The closing two records of the section before come first, to join the parts.
SMILES | SSB-PriA inh
CC1CCC2(CC1)SCC(=O)N2c1ccc(Br)cc1 (stereo not drawn) | -16
Cc1cc(OC2CCN(C(=O)Cn3cnc4ccccc43)CC2)cc(=O)o1 | -8
O=C(c1ccc2nsnc2c1)N1CCC[C@H](Cc2nc(-c3ccccc3F)no2)C1 | 3
CCCOc1ccc(C(O)=C2C(=O)C(=O)N(CCCn3ccnc3)C2c2ccc(C)o2)cc1 (stereo not drawn) | -6
N#Cc1c(N)nc(SCC(N)=O)c(C#N)c1-c1ccc(Cl)cc1 | -2
Cc1ccc(C(O)=C2C(=O)C(=O)N(c3ccc(S(N)(=O)=O)cc3)C2c2ccc(Cl)cc2)cc1 (stereo not drawn) | -3
O=C(Cc1cccc2ccccc12)N1CCCSCC1CN1CCOCC1 (stereo not drawn) | 1
O=C(NN=Cc1ccc(Cl)c(Cl)c1)c1ccc2nc[nH]c2c1 | 1
O=C(c1cccs1)N1CCc2ccc(NS(=O)(=O)c3ccccc3Cl)cc21 | 2
Cc1ccc(C)c(NC(=O)Cn2c(-c3nc(-c4ccccc4)no3)cccc2=O)c1 | -13
O=c1c2ccccc2nc(NN=Cc2ccccc2)n1O | 0
CSCc1csc(NC(=O)Cc2cccc(C)c2)n1 | 15
CC(C)=NNC(=O)Cc1nc2ccccc2[nH]1 | -22
O=C(NC1CCCC(O)C1)c1cccc(Cl)c1 (stereo not drawn) | -16
O=C(NCc1cccs1)N1CCC(c2cccs2)CC1 | -6
Cc1cc(C)c(NC(=O)C(=O)NCC2CCN(Cc3ccccc3)CC2)c(C)c1 | -7
CCCNC(=O)Cn1c(=CC(=O)C(C)(C)C)sc(=Cc2ccc(-c3ccc([N+](=O)[O-])cc3)o2)c1=O | 16
C=C(C)[C@H]1CC=C(C)C(=NNC(=O)CNc2ccccc2OC)C1 | 18
CCOc1ccc(Nc2nc(Nc3ccc(F)cc3)nc(N3CCCC3)n2)cc1 | -8
COc1ccc(C=NNc2nc(Nc3ccccc3)nc(N3CCCCC3)n2)c(OC)c1 | -14
O=C(Cn1cc(S(=O)(=O)c2ccccc2)c2ccccc21)NCc1ccc2c(c1)OCO2 | 3
O=S(=O)(c1cccs1)N1CCC(c2ccsc2)CC1 | -33
COc1ccc2cc(Br)ccc2c1CC(=O)Nc1cc(C)ccn1 | -13&-5
Cc1cc(=O)c(OCc2ccccc2F)cn1CC(=O)N(C)c1ccccc1 | 1
Cc1ccc(C(=O)N/C(=C/c2ccc([N+](=O)[O-])cc2)C(=O)NCc2ccco2)cc1 | -4
COc1ccc(CCNC(=O)Cn2cccc(-c3nc(-c4ccc(F)cc4)no3)c2=O)cc1OC | -8
Cc1cc(NC(=O)c2ccc([N+](=O)[O-])s2)n(-c2nc3c(F)cccc3s2)n1 | -13
(cont.)
SMILES | SSB-PriA inh
CC(C)(C)CC(=O)N[C@@H]1CNC(=O)C1 | -8
Cn1c2ccccc2c(=O)c2c(=O)n(Cc3ccco3)c(-c3cccc([N+](=O)[O-])c3)nc21 | 0
Cn1c(=O)oc2ccc(S(=O)(=O)NCCc3ccoc3)cc21 | -4
CCOc1ccc(NC(=O)c2cc(=O)c(OCC)co2)cc1 | -2
COc1cc(C(=O)Nc2cc(C)c(O)cc2C)cc(OC)c1OC | -3
COCCn1c(=NC(=O)C2CCCCC2)sc2cc(C)ccc21 | -4
CC(=NNC(=O)c1cccs1)C(C)(C)C | -3
COCC(=O)N1CCN(c2nccn2-c2ccc(C)cc2)CC1 | 33
CSc1sc(-c2ccccc2)c2[nH]c(=O)c(-c3ccccc3)n[n+]12 | 6
COC(=O)c1sccc1S(=O)(=O)N1CCCSC[C@@H]1CN(C)C | -2
CNC(=O)c1ccc(Cn2c(=O)c3cc(OC)c(OC)cc3n(Cc3cccc(C)c3)c2=O)cc1 | 12
N#Cc1ccc(C=NN=C(N)N)cc1 | -15
Cc1noc(-c2cn(CCNC(=O)CCc3c(C)n[nH]c3C)nn2)n1 | -6
O=C(NCCc1nc(C2CC2)cc(C(F)(F)F)n1)Nc1cccc(Cl)c1 | -11
N#Cc1c(NC(=O)C2CCCN2S(=O)(=O)c2cccs2)sc2c1CCCCC2 (stereo not drawn) | -8
O=S(=O)(Nc1cccc2ccccc12)c1ccc(Cl)cc1 | -10
O=C(NCCn1ncc2c(=O)n(Cc3ccc(Br)cc3)cnc21)c1ccco1 | -4
Cc1c(-c2cccc(NC(=O)/C=C\c3ccccc3)c2)nc2ncccn12 | 8
C=CCn1c(SCc2cc(=O)[nH][nH]2)nc2sc(C)c(C)c2c1=O | -6
O=C(NCCn1ccnc1C1CC1)c1ccccc1Br | -1
O=C(NCC(c1ccco1)S(=O)(=O)c1ccc(F)cc1)c1cccs1 (stereo not drawn) | 5
COc1ccc(-n2c(-c3ccccc3)csc2=S)cc1 | 19
CCS(=O)(=O)c1ccccc1C(=O)Nc1ccc2c(c1)C(=O)NC2=O | -2
COc1ccc(CCNC(=O)CS(=O)(=O)c2cccs2)cc1OC | -20
Cn1c(N)c(Br)c(=O)[nH]c1=O | -1

Four entries from above, as a markdown table.
| SMILES | SSB-PriA inh |
| --- | --- |
| CC(C)=NNC(=O)Cc1nc2ccccc2[nH]1 | -22 |
| O=C(NC1CCCC(O)C1)c1cccc(Cl)c1 (stereo not drawn) | -16 |
| O=C(NCc1cccs1)N1CCC(c2cccs2)CC1 | -6 |
| Cc1cc(C)c(NC(=O)C(=O)NCC2CCN(Cc3ccccc3)CC2)c(C)c1 | -7 |

(more compounds)
SMILES | SSB-PriA inh
Cc1cc(C)n(-c2ccc(=O)n(CCNC(=O)c3c[nH]c(=O)n(Cc4ccccc4F)c3=O)n2)n1 | -5
O=C(NN=Cc1cccc(OC(=O)c2cccc(Br)c2)c1)c1ccncc1 | -13
CCC1CCCCN1c1ccc([N+](=O)[O-])cc1C=NNC(=O)Cn1c2ccccc2c(=O)c2ccccc21 (stereo not drawn) | -17
CCN(CC)CCN1C(=O)C(=O)C(=C(O)c2ccc(S(=O)(=O)N3CCOCC3)cc2)C1c1ccc(C(C)(C)C)cc1 (stereo not drawn) | -2
C[C@](O)(CNS(=O)(=O)c1ccc2c(c1)CCO2)c1ccc(-c2ccccc2)cc1 | 10
CCn1cc(NC(=O)N2CCN(c3cccc(Cl)c3)CC2)c2ccccc21 | 31*
CCOc1nn(CC)cc1C(=O)N1CCOCC1 | -11
CCCC(=O)Nc1ccc(C(=O)NN=C2CC(=O)CC(C)(C)C2)cc1 | -18
O=C(c1ccc(=O)[nH]n1)N1CCSC(c2ccco2)CC1 (stereo not drawn) | -9
COC(=O)c1ccc(Nc2nnc(C(C)(C)C)c(=O)n2N)cc1 | -2
COc1ccccc1Nc1nc2c(C)cccn2c(=O)c1C=O | -3
CCOC(=O)c1c(NC(=O)c2ccc(N3C(=O)CCC3=O)cc2)sc(C)c1C | 0
Clc1ccc(C=NNC(=Nc2ccccc2)c2ccccn2)c(Cl)c1 | 3
Cc1nc(C)c(CNS(=O)(=O)c2ccc3c(c2)OCCO3)s1 | -4
COc1cccc(C=NNC(=O)c2cccc([N+](=O)[O-])c2)c1OS(=O)(=O)c1ccccc1 | 13
Cc1ccc(Cc2nnc(NC(=O)c3cc(C)no3)o2)cc1 | 7&7
CC1(C)CC(=O)c2c(nc(SCC(=O)c3ccc(Cl)c(Cl)c3)c(C#N)c2-c2ccccc2)C1 | -12
COc1cccc2cc(C(=O)Nc3nc4c(SC)cccc4s3)oc12 | -5
COc1ccc(NN=C(C#N)C(=O)NCCc2ccc(OC)c(OC)c2)cc1 | -7
COc1ccc(C(=O)CSc2nc(=O)n(Cc3ccncc3)c3c2CCC3)cc1 | -7
O=C(Nc1ccc(S(=O)(=O)Nc2nccs2)cc1)c1ccc(N2CCCCC2)nn1 | -3
CC(C)(C)C(=O)CSc1nnc(CCn2ccc(=O)[nH]c2=O)o1 | -10
CCOc1ccc(S(=O)(=O)NN=C(C)c2ccc3c(c2)OCO3)cc1 | -13
Cc1cc(N2CCC(NC(=O)Cc3ccccc3Cl)CC2)n[nH]1 | -5
C(=NNc1ccc(-n2ccnc2)nn1)c1ccccc1 | 2

Molecules from the list above containing bromine (7):
SMILES | SSB-PriA inh
O=C(Cc1ccccc1Br)N1CCN(Cc2nncn2-c2ccccc2)CC1 | -4
CC1CCC2(CC1)SCC(=O)N2c1ccc(Br)cc1 (stereo not drawn) | -16
COc1ccc2cc(Br)ccc2c1CC(=O)Nc1cc(C)ccn1 | -13&-5
O=C(NCCn1ncc2c(=O)n(Cc3ccc(Br)cc3)cnc21)c1ccco1 | -4
O=C(NCCn1ccnc1C1CC1)c1ccccc1Br | -1
Cn1c(N)c(Br)c(=O)[nH]c1=O | -1
O=C(NN=Cc1cccc(OC(=O)c2cccc(Br)c2)c1)c1ccncc1 | -13

Continued.
SMILES | SSB-PriA inh
O=C(NC1CCC(Oc2ncc(F)cn2)CC1)c1ccsc1 (stereo not drawn) | -20
O=S(=O)(NCCSC1CCOCC1)c1ccccc1 | -6
CCc1cc(-c2nc(N)ncc2-c2cscn2)c(O)cc1OC | 33
CC(O)(CNC(=O)Cc1ccccc1Cl)c1ccc(-c2ccccc2)cc1 (stereo not drawn) | 3
O=C1CCCN1c1ccc(Cn2nc3c(-c4nc(-c5ccccc5)no4)cccn3c2=O)cc1 | -13
Cc1ccc(C([O-])=C(C(=S)Nc2ccc(SC(F)F)cc2)[n+]2ccccc2)cc1[N+](=O)[O-] | -1
NC(=NOC(=O)CCCCCN1C(=O)c2ccccc2C1=O)c1ccccc1 | -48
Cc1c(Cl)cccc1S(=O)(=O)Nc1cccc(-c2cnc3n2CCC3)c1 | -7
CCCCCCCC=NNc1nnc(Cc2ccccc2)c(=O)[nH]1 | -12
CCOC(=O)c1ccc(NC(=O)c2sc3nc(-c4ccc(C)cc4)cc(-c4ccco4)c3c2N)cc1 | -7&-4
O=C(O)CCCSc1ncnc2sc3c(c12)CCCC3 | -15
Cc1ccc(-c2cc3c(=O)n(CC(=O)NCC4CCCO4)ncn3n2)cc1C (stereo not drawn) | -4
O=C(NN1CCOCC1)[C@H]1CCCN(c2cc(-n3cncn3)ncn2)C1 | 3
CCOc1nn(CC)cc1C(=O)Nc1ccc(F)cc1F | -7
CS(=O)(=O)CCC(N)c1nc(-c2cccnc2)no1 (stereo not drawn) | 3
COc1cc(N2CCN(S(=O)(=O)c3cc(C)ccc3OC)CC2)nc(C)n1 | -9
Cc1c(Cl)cccc1S(=O)(=O)NCCn1ccc(-c2ccccn2)n1 | 4
O=C(NCC1CCN(C2CCCC2)CC1)c1cccc(C(F)(F)F)c1 | -14
CN(C)S(=O)(=O)NCCCn1nc(-c2ccncc2)ccc1=O | 6
Clc1cccc(C=NNc2ncnc3ccccc23)c1 | -9
O=C(Nc1nc2c(s1)CCCC2)c1cc(-n2ccnc2)ccn1 | 3
CC(=NNC(=O)c1cccs1)c1ccc2ccccc2c1 | -3
CCOc1ccc(Br)cc1C(=O)NN=Cc1ccccn1 | 0
COC(=O)c1sccc1S(=O)(=O)N(CC(=O)Nc1ccc(C)c(F)c1)c1ccc(Cl)cc1 | -53
C[C@](O)(CNC(=O)CCc1ccc(C(F)(F)F)cc1)c1ccco1 | -9
CCOc1ccccc1CN1C(=O)C2(SC(NC(C)=O)=NN2C(C)=O)c2cccc(Cl)c21 (stereo not drawn) | 6
Cc1c(Cl)cccc1-n1nnc(-c2nc(-c3cccs3)no2)c1N | -3

Taken from above.
CCOc1ccccc1CN1C(=O)C2(SC(NC(C)=O)=NN2C(C)=O)c2cccc(Cl)c21 (stereo not drawn) in SSB-PriA inh: 6
Cc1ccc(C([O-])=C(C(=S)Nc2ccc(SC(F)F)cc2)[n+]2ccccc2)cc1[N+](=O)[O-] in SSB-PriA inh: -1
CS(=O)(=O)CCC(N)c1nc(-c2cccnc2)no1 (stereo not drawn) in SSB-PriA inh: 3
O=C1CCCN1c1ccc(Cn2nc3c(-c4nc(-c5ccccc5)no4)cccn3c2=O)cc1 in SSB-PriA inh: -13
O=S(=O)(NCCSC1CCOCC1)c1ccccc1 in SSB-PriA inh: -6
CCOc1nn(CC)cc1C(=O)Nc1ccc(F)cc1F in SSB-PriA inh: -7

An excerpt (hit frequency here may not be typical).
